High-throughput results from PubChem BioAssay.
SENP7 block – SENP7 protease inhibitors, primary screen, biochemical, luminescence, uHTS. Sentrin-specific protease 7 (Homo sapiens), Q9BQF6. recombinant SENP7, Z-RLRGG-aminoluciferin luminescence, 40 min. inhibition, % at 5 µM. hit rate 1.5% among 330,000. AID 434973, 2010;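 active = inhibition above about 50% at the single test dose, limit read from the data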;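 note: plate controls were DMSO with enzyme for no effect and no enzyme buffer wells for full effect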
HKDC1 inh – HKDC1 hexokinase inhibitors, primary screen, biochemical, fluorescence, uHTS; recombinant HKDC1, G6PDH/diaphorase resazurin coupled fluorescence; inhibition, % at 20 µM; AID 493160, 2011; hit rate 0.16% among 340,000;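 active = inhibition above about 35% when tested at 20 µM, limit read from the data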;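 note: plate controls were DMSO wells with enzyme for no effect and DMSO wells lacking enzyme for full effect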
Target sequence (Q2TB90 whole entry, looked up): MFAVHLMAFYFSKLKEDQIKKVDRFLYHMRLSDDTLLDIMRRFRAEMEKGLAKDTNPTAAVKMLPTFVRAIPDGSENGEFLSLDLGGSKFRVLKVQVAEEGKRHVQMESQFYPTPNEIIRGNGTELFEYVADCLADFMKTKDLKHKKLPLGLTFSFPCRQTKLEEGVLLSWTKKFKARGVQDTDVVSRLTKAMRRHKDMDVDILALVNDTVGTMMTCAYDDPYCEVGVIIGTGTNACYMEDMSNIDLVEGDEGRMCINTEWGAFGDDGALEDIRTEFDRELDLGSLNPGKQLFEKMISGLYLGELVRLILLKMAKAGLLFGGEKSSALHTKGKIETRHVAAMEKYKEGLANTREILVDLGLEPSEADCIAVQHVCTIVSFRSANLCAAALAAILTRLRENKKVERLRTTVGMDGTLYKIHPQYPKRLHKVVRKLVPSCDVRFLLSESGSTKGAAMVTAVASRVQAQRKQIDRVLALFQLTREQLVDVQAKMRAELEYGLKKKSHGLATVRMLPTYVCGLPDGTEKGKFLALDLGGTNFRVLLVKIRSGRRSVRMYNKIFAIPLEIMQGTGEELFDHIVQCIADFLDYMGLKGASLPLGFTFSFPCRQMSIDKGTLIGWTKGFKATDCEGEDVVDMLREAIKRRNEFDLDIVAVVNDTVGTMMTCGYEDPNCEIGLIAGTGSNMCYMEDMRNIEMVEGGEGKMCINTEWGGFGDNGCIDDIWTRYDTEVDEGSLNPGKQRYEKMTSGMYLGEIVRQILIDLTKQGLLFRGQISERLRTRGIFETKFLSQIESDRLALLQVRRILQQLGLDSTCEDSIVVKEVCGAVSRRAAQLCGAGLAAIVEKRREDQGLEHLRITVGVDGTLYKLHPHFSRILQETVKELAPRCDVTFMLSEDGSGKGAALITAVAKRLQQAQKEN
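Material: recombinant HKDC1 hexokinase; Amount: HKDC1 at 5 µg/mL; Medium: Tris pH 8.0 buffer with MgCl2, Tween-20, BSA, BME; Schedule: 90 min reaction incubation at room temperature, dark; Technique: coupled resazurin fluorescence, excitation 525 nm, emission 613 nm.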
SENP1 inh – human SENP1 catalytic domain inhibitors, primary screen, biochemical, FRET, uHTS; inhibition, % at 10 µM; Sentrin-specific protease 1 (Homo sapiens), Q9P0U3; AID 624204, 2012; recombinant SENP1 catalytic domain, CyPet-SUMO1-YPet FRET cleavage; hit rate 0.21% among 360,000;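 active = inhibition at least 30% at 10 µM, raw YFP signal under a set limit, fluorescence ratio 0.5 to 1.5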;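 note: 0% = enzyme with DMSO and 100% = no enzyme wells; some results filed as inactive read as strong as hits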
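Compound: 10 µM single point, 0.5% DMSO; Test system: hSENP1 catalytic domain, recombinant; Timing: 50 min reaction at room temperature; Technique: FRET, CFP and YFP emission; Control set: no-enzyme wells low, DMSO-plus-enzyme wells high control.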
MIN6 prolif – inducers of MIN6 beta-cell proliferation, primary screen, ATP luminescence, uHTS. AID 2380, 2010. hit rate 0.29% among 330,000. MIN6 cells proliferation, ATPlite luminescence, 48 h; cells starved in 0.2% serum; 100% = growth in 10% serum. proliferation, % at 10 µM;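 active = compounds whose signal lies at least 3.5 SD above the mean of all wells on their plate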;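 note: 0% = DMSO-treated cells in low-serum medium and 100% = 10% serum control; some compounds called inactive have numbers as strong as hits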
SENP6 inh – SENP6 protease inhibitors, primary screen, biochemical, luminescence, uHTS; Sentrin-specific protease 6 (Homo sapiens), Q9GZR1; Recombinant SENP6 catalytic domain, aminoluciferin luminescence; inhibition, % at 10 µM; hit rate 1.8% among 330,000; AID 2599, 2010;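 active = inhibition above about 50% at the single tested dose, limit read from the data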;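 note: plate controls were DMSO wells with enzyme for no effect and DMSO wells lacking enzyme for full effect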
UBC13 polyUb – UBC13 polyubiquitin chain formation inhibitors, primary screen, biochemical, TR-FRET, uHTS. Ubiquitin-conjugating enzyme E2 N (Homo sapiens), P61088. inhibition, % at 20 µM. hit rate 0.47% among 330,000. AID 485273, 2010; in the data active = inhibition above about 45%, passing the limit was not always enough
SENP8 block-1 – human SENP8 protease inhibitors, primary screen, biochemical, fluorescence, Nedd8 protein substrate, uHTS; inhibition, % at 20 µM; hit rate 0.64% among 360,000; AID 602440, 2012; Sentrin-specific protease 8 (Homo sapiens), Q96LD8; recombinant SENP8; in the data active = inhibition mostly above about 40%, no sharp cut-off; inactive = mostly below about 27%
SENP8 block-2 – SENP8 protease inhibitors, primary screen, biochemical, luminescence; Sentrin-specific protease 8 (Homo sapiens), Q96LD8; purified SENP8, Z-RLRGG-aminoluciferin cleavage; inhibition, % at 10 µM; AID 2540, 2010; hit rate 1.2% among 330,000; in the data active = inhibition above about 50%
PfG6PD inh – PfG6PD enzyme inhibitors, primary screen, biochemical, fluorescence intensity, uHTS; glucose-6-phosphate dehydrogenase-6-phosphogluconolactonase (Plasmodium falciparum 3D7); PfGluPho enzyme, NADPH resazurin-diaphorase fluorescence; inhibition, % at 20 µM; hit rate 0.78% among 350,000; AID 504690, 2011;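 active = inhibition reaching at least a set limit at 20 µM in the primary screen, cut at about 59% in these data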;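 note: 0% = DMSO wells with substrate and 100% = DMSO wells lacking glucose-6-phosphate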
* = called active by the depositor; & = joins results of further samples.

SMILES | SENP7 block | HKDC1 inh | SENP1 inh | MIN6 prolif | SENP6 inh | UBC13 polyUb | SENP8 block-1 | SENP8 block-2 | PfG6PD inh
Cn1c(CS(=O)Cc2c(Cl)cccc2Cl)nnc1SCc1ccc(Cl)cc1 (stereo not given) | -1.4 | -8.3 | 1.8 | 3.8 | -9.1 | 9.7 | 19.7 | 6.1 | 5.5
O=C(Nc1ccc(Nc2ccccc2)cc1)c1ccc(F)cc1 | 4.8 | 1.0 | 0.9 | -3.2 | 1.2 | 5.9 | 16.8 | 2.5 | 30.6
Cc1cc2oc(=O)cc(CN3CCCCC3C)c2cc1Cl (stereo not given) | 1.8 | -0.5 | -18.9 | -2.4 | -3.9 | 4.0 | -9.6 | -3.6 | -7.1
CC1CCCC(C)N1C(=O)COc1cccc(Oc2ccccc2)c1 (stereo not given) | -2.8 | -0.1 | 0.4 | -2.8 | -13.3 | 1.5 | -8.0 | -0.8 | -0.3
O=C1NCC2=C1C(c1ccc(Br)cc1)Nc1ccccc1N2 (stereo not given) | 0.1 | 4.0 | -12.8 | 0.3 | 37.8 | -5.0 | -16.8 | 6.6 | 4.1
COc1cccc(NC(=S)NCCN2CCOCC2)c1 | 2.3 | -9.1 | 1.5 | 1.2 | 11.1 | -1.5 | 6.1 | 5.5 | -2.4
COc1ccc(NC(=O)COC(=O)CCCOc2ccc(Cl)cc2Cl)cc1Cl | -7.7 | -2.0 | 4.0 | -2.8 | -0.6 | -2.5 | 12.3 | -13.0 | 0.4
Cc1ccc(S(=O)(=O)NCC(=O)N(CC(=O)NC2CCCC2)CC2CCCO2)cc1 (stereo not given) | 6.4 | 3.2 | 2.4 | 1.4 | 29.8 | -3.7 | 3.9 | 7.7 | -13.5
CCOC(=O)N1CCN(S(=O)(=O)N2CCCC(C(=O)NCc3ccc(F)cc3)C2)CC1 (stereo not given) | 4.2 | -2.4 | 1.5 | -1.6 | -3.0 | 7.7 | -2.7 | -0.3 | 6.2
CCC(C)(CN(C)C)OC(=O)c1ccccc1 (stereo not given) | -10.2 | 0.1 | -0.1 | 3.0 | -6.2 | -3.8 | 2.3 | -10.4 | -5.1
COc1ccc(-c2nnc(CSc3nc4ccccc4c(=O)n3CC3CCCO3)o2)cc1OC (stereo not given) | -5.1 | -0.7 | 3.9 | 1.5 | -3.5 | 5.3 | 11.2 | -9.6 | -2.7
CCCN(CCC)S(=O)(=O)c1ccc(C(=O)Nc2cc3oc4ccccc4c3cc2OC)cc1 | -4.2 | 15.6 | 2.1 | 0.0 | 0.0 | 1.7 | -7.4 | -7.1 | -3.9
Cc1c(NC(=O)CSc2nnc(-c3cccc(Cl)c3)o2)c(=O)n(-c2ccccc2)n1C | -6.6 | -1.2 | 0.6 | 2.2 | -9.1 | -8.3 | 4.4 | -7.7 | -21.4
Cc1cc(Cl)ccc1OCCn1cncn1 | -2.4 | 5.7 | 0.8 | 0.3 | 0.0 | 3.7 | 20.4 | 1.6 | -0.9
O=C(COC(=O)Cc1ccc(Cl)cc1)NCc1ccc(F)cc1 | 1.8 | -1.1 | 2.7 | 0.5 | -15.7 | 2.0 | 9.5 | -7.0 | 1.7
COc1ccc([N+](=O)[O-])cc1NS(=O)(=O)c1cc(C(=O)O)ccc1OC | 3.7 | 0.4 | 3.3 | 0.6 | -4.6 | -0.6 | 18.6 | 2.8 | -10.1
CCN(CCCC(=O)c1ccc(F)cc1)CCc1ccccc1 | -6.3 | 1.5 | 0.2 | -0.9 | -3.1 | 1.8 | 18.6 | -4.5 | -15.5
O=C1CC(c2ccccc2)c2c(O)cc(O)cc2O1 (stereo not given) | -1.3 | -5.7 | -0.2 | -1.2 | -7.9 | 3.3 | 13.0 | -7.2 | 9.4
Cc1ccn2c(NC3CCCCC3)c(-c3cccc(SC4CCCCC4)c3)nc2c1 | 8.8 | 3.7 | -17.9&6.8 | -6.1 | -11.5 | 24.6 | -467.5 | -0.6 | 20.3
COc1ccc(C2N(C(=O)CN3CCCC3)CCCN2S(=O)(=O)c2ccccc2)cc1 (stereo not given) | 12.5 | -6.2 | 4.9 | -1.6 | 5.1 | 6.0 | 13.7 | -6.2 | 8.3
CCc1nnc(NC(=O)CCC(=O)NCc2ccccc2Cl)s1 | -18.2 | -6.6 | 2.6 | -4.4 | -3.6 | -4.6 | 7.2 | -13.3 | 0.1
CCOC(=O)Nc1nc2ccccc2s1 | 37.7 | -3.2 | 1.9 | -0.8 | 40.4 | 8.4 | 14.7 | 11.9 | 4.5
CSCC(CO)NS(=O)(=O)c1ccc(C)cc1 (stereo not given) | -1.7 | -5.4 | 4.5 | -1.9 | -4.1 | -12.3 | -1.1 | -4.9 | -11.2
O=C(CSc1nnc(CNC(=O)c2ccco2)o1)Nc1ccc(F)cc1F | 1.0 | 1.8 | 1.9 | 1.5 | 0.6 | -4.0 | 17.8 | -8.9 | -15.1
COc1cc(/C=N/OCC(=O)NC2CCS(=O)(=O)C2)ccc1OC(F)F (stereo not given) | 5.4 | -3.2 | 0.9 | -0.3 | -16.8 | -6.8 | 11.5 | 3.2 | 16.6
Later entries
SMILES | SENP7 block | HKDC1 inh | SENP1 inh | MIN6 prolif | SENP6 inh | UBC13 polyUb | SENP8 block-1 | SENP8 block-2 | PfG6PD inh
CSc1ccccc1OCc1cc(C(=O)NCCN2CCCC(O)C2)no1 (stereo not given) | -10.7 | -4.9 | -3.4 | -2.3 | -21.5 | -4.3 | 10.5 | 1.9 | -11.4
Cc1ccccc1NC(=O)/C(=C\c1cccs1)NC(=O)c1ccccc1 | -5.3 | -1.5 | 1.8 | -2.5 | -5.8 | 1.5 | 3.6 | -3.5 | -9.8
COc1ccc(OC)c(C(=O)c2ccccn2)c1 | -8.1 | -5.1 | 1.1 | -2.7 | 23.7 | -3.9 | 18.9 | -2.3 | -4.7
CS(=O)(=O)N(CC(=O)N1CCCC1)c1cc(Cl)ccc1Cl | -5.9 | -6.2 | -1.6 | -0.5 | -18.9 | -6.8 | 9.9 | -7.9 | -3.8
CCOC(=O)Cc1c(C)c2ccc(N(CC)CC)cc2oc1=O | 6.8 | -0.5 | -27.0 | 1.1 | -2.7 | 10.0 | -288.1 | -0.8 | -5.0
CC(C)c1ccc(NC(=O)CCNC(=O)Cn2ccc3ccccc3c2=O)cc1 | -1.0 | -3.1 | 2.6 | -4.2 | -3.2 | -4.1 | -8.1 | 0.3 | 3.8
CCC(C)[C@H](NC(=O)N1CC(=O)Nc2ccccc21)C(=O)N1CCC(C(=O)O)CC1 (stereo not given in full) | -13.8 | -2.8 | 1.5 | -0.6 | 6.0 | -6.3 | -2.4 | -6.5 | -4.4
CCC(=O)N1c2ccc(S(=O)(=O)N3CCN(C)CC3)cc2CC1C (stereo not given) | -4.0 | -3.9 | 0.4 | -0.2 | 9.2 | -1.8 | 8.6 | 15.3 | -7.1
Cn1cc(CCC(=O)N2CCCC(CCC(=O)NCc3ccc(F)c(F)c3)C2)cn1 (stereo not given) | -8.4 | 1.0 | 1.7 | -1.5 | -6.5 | -20.0 | 10.5 | -1.2 | -21.4
Cc1cc(C2(c3ccc(O)c(C)c3)C(=O)Nc3ccccc32)ccc1O | 4.2 | 4.0 | 2.3 | -3.7 | 7.0 | 17.3 | 15.4 | 3.3 | 58.5
CN(C)C(=O)CSc1nnc(-c2ccc(F)cc2)c2ccccc12 | -5.2 | -2.5 | 0.7 | -1.2 | -16.9 | -7.6 | 6.2 | -2.7 | 17.3
Cc1ccc(CNC(=O)CS(=O)(=O)c2ccccc2)cc1 | -1.9 | -3.1 | 2.4 | -3.1 | -7.9 | 3.9 | 3.8 | -4.7 | -8.8
CN(Cc1nc2ccc(F)cc2[nH]1)C(=O)C1CCC(=O)N(C2CC2)C1 (stereo not given) | 8.1 | 8.6 | 1.3 | -1.2 | 5.3 | 1.8 | 13.7 | -1.3 | -9.4
COc1ccc2oc(C(=O)OC(C)C(=O)NCc3ccccc3)c(C)c2c1 (stereo not given) | -17.0 | -5.3 | -4.3 | -1.8 | -15.5 | 5.0 | -408.4 | -7.6 | 7.0
CC(NC(=O)c1cccnc1)C(c1cccs1)N1CCOCC1 (stereo not given) | -0.7 | -4.1 | 0.0 | 0.6 | -7.0 | 5.6 | 11.3 | 0.7 | -8.3
Cc1nn(CC(=O)Nc2c(F)cc(F)cc2Br)c(=O)c2cccn12 | 7.0 | -0.1 | -5.4 | 0.8 | 14.6 | 3.4 | 0.7 | 0.5 | -10.6
COC1CCN(Cc2cn(Cc3ccccc3)nc2-c2cc3ccccc3o2)CC1 | 1.6 | -5.6 | -0.1 | -4.9 | -8.9 | 2.4 | 20.4 | 1.4 | -11.8
CC(C)c1ccc(NC(=O)C2CCCCN2S(=O)(=O)c2ccccc2)cc1 (stereo not given) | 9.5 | 0.2 | -1.0 | -3.7 | -6.3 | 9.1 | 12.0 | -5.1 | 16.0
Cn1ncc(Cl)c1C(=O)NCc1ccc(Cl)cc1 | 1.5 | -6.5 | 2.7 | 0.0 | -7.4 | -10.1 | 12.6 | -9.7 | -5.7
Cc1c(CCOC(=O)c2cc([N+](=O)[O-])cc([N+](=O)[O-])c2)sc[n+]1CC(=O)c1ccccc1 | 3.3 | -7.5 | 1.4 | 1.1 | 1.2 | 14.8 | 18.3 | 7.0 | 23.3
CCCn1c(-c2ccccc2)cc(SC)c(C#N)c1=O | -1.5 | -8.3 | 1.8 | -2.8 | -2.0 | 1.5 | -0.2 | -7.2 | 6.1
Cc1nonc1OCCNc1ccc([N+](=O)[O-])cc1 | -1.0 | 9.0 | -0.3 | -0.8 | 20.2 | 2.5 | 27.6 | 7.4 | 4.8
